# HT1080-NT tox = kills 2HG-producing HT-1080-NT fibrosarcoma cells | HT-1080-NT fibrosarcoma viability, CellTiter-Glo ATP luminescence, 48 h | Potency, µM (doses to about 46.1 µM), for the others: at the highest dose activity, negative = less viability, most hits filed as cytotoxic | hit rate 1.6% among 360,000 | AID 686970;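 further: NT is the 2HG producing partner of a matched IDH1 knockdown line; potency means the concentration at half of the fitted maximal effect; 0% = DMSO-treated cells and -100% = media-only wells without cells; nearly all actives have a fitted effect of over 55% in size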
#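 750 cells/well, RPMI + 5% FBS; 2 h settle, compound pin-transfer, 48 h at 37 degrees C. CellTiter-Glo 10 min RT, luminescence. Normalized to DMSO and media-only wells.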
# DRD3 antagonist = antagonists of human D3 dopamine receptor. max response, negative = inhibition, %. P35462. AID 652054. hit rate 2.5% among 360,000. D3R cells, DiscoveRx beta-arrestin luminescence, antagonist mode; hits give low values; in the data active means max response below about -50%; inconclusive means no clear call, values can overlap the other calls; further: on the % scale 0 is the no-effect control and ±100 the full control effect; mostly tested at two doses, the higher about 12 µM
# Target sequence (P35462 whole entry, looked up): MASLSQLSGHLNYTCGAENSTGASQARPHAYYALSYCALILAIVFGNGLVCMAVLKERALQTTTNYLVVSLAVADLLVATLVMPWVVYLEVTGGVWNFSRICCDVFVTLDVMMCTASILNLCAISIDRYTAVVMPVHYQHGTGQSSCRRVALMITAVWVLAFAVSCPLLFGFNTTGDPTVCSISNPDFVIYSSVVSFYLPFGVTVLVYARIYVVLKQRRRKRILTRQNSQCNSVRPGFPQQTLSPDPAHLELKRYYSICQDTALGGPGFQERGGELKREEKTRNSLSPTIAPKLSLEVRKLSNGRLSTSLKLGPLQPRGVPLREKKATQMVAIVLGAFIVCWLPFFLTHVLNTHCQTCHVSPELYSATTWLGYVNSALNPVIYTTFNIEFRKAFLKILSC
#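 Cells expressing the human receptor were seeded at 1500 cells/well, incubated overnight at 37 degrees C in 5% CO2, then exposed to library compounds with dopamine controls for 90 minutes at 37 degrees C before luminescent detection.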
# KB-3-1 tox = KB-3-1 parental cell cytotoxicity | hit rate 1.4% among 400,000 | KB-3-1 viability, CellTiter-Glo ATP luminescence, 72 h | Potency, µM (series often up to 46.1 µM), for inactives: at the highest dose activity change, negative = cytotoxic, actives largely listed as cytotoxic; further: potency means the concentration at half of the fitted maximal effect; on the % scale 0 is the no-effect control and ±100 the full control effect; nearly all actives have a fitted effect of over 60% in size
#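 Parental KB-3-1 adenocarcinoma cells in phenol-red-free DMEM with 10% FBS were pin-treated with compounds at several concentrations, incubated 72 h at 37 °C, and viability read by CellTiter-Glo luminescence; concentration-effect curves were fitted after normalization.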
# SW480 rereplic = inducers of DNA re-replication in SW480 colon cancer cells. Potency, µM (highest dose often 46.1 µM), without a hit: top-dose re-replication activation, most hits filed as activators. SW480 DNA re-replication, Hoechst DNA content imaging, 48 h. AID 624297. hit rate 1.8% among 340,000; further: potency means the concentration at half of the fitted maximal effect; % of control where 0% means no effect; nearly all actives have a fitted effect of over 55% in size
#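 First, 250 cells per well were seeded. Next, compound or vehicle (23 nL) was pinned in, plates sat 48 hr at 37 C. Finally Hoechst was added for 40 min before fluorescence scanning.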
# HT1080 IDH1KD tx = HT-1080 IDH1 knockdown cell toxicity (counter line). HT-1080 IDH1 knockdown viability, ATP luminescence, 48 h. Potency, µM (series often up to 46.1 µM), without a hit: at the top dose activity, negative = toxicity, usual class: cytotoxic. hit rate 2% among 360,000. AID 686971;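 further: potency means the concentration at half of the fitted maximal effect; 0% = DMSO wells and -100% = cell-free medium wells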
#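 Knockdown cells (IDH1KD HT-1080) received compounds 2 h after plating at 750 cells/well and were kept 48 h at 37 °C in 5% FBS RPMI. A CellTiter-Glo luminescence read gave % activity for curve fitting.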
# D3 ag = agonists of human D3 dopamine receptor; P35462; D3R DiscoveRx beta-arrestin cells, luminescence, 90 min; max activation, %; hit rate 0.58% among 410,000; in the data active means max activation above about 30%; further: 0% is about no effect; mostly tested at two doses, the higher about 12 µM
#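 Cells at 1500/well, incubated overnight, then treated with pinned compounds (dopamine as control) for 90 min at 37 degrees C. DiscoveRx reagent added for 30 - 60 minutes at room temperature; luminescence read.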
# IL-1B inflam inh = blocks inflammasome-driven IL-1 beta release | THP-1 LPS/ATP IL-1B secretion, AlphaLISA, 16 h; hits give low values | hit rate 4.7% among 360,000 | activity change, % at 57.5 µM; in the data active means activity change below about -50%; inconclusive means mostly about -30% to -49%; further: on the % scale 0 is the no-effect control and ±100 the full control effect
#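 Secreted IL-1B measured by AlphaLISA bead assay after 16 h compound exposure of THP-1 cells; compounds (final up to 57.5 uM) added 1 h before LPS (250 ng/mL) and ATP (1.25 mM) stimulation; lower signal means less secretion.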
# GLP1R ag = GLP-1 receptor (human) agonism. HEK293 GLP-1R CRE-luciferase, luminescence, 4-6 h; cells express a hypersensitive GLP-1R form. Potency, µM (series often up to 45.6 µM), for the others: top-dose activation, usual class: activators. P43220. hit rate 0.007% among 380,000; further: potency means the concentration at half of the fitted maximal effect; % of control where 0% means no effect
# Target sequence (P43220 whole entry, looked up): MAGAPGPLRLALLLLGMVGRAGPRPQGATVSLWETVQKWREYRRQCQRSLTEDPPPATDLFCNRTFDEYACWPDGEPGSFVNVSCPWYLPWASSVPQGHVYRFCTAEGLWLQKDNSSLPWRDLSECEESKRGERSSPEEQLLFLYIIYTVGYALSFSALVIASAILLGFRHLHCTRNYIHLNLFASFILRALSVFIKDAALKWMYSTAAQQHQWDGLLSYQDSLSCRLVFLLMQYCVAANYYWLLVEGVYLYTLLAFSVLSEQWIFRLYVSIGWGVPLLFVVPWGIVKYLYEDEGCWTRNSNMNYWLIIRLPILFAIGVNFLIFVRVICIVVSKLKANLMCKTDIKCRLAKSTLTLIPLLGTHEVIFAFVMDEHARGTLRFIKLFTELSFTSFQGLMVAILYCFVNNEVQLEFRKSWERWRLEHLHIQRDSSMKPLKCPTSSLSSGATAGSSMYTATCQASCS
# KB-V1 cytotox = KB-V1 MDR subline cytotoxicity. hit rate 3.4% among 400,000. Potency, µM (series often up to 46.1 µM), for inactives: at the highest dose activity change, negative = cytotoxicity, most hits filed as cytotoxic. KB-V1 MDR cells viability, CellTiter-Glo, 72 h; further: potency means the concentration at half of the fitted maximal effect; on the % scale 0 is the no-effect control and ±100 the full control effect; nearly all actives have a fitted effect of over 60% in size
#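 In this primary screen, KB-V1 cells overexpressing P-gp are incubated with library compounds (lowest to highest concentration) for 72 h at 37 degrees C before a luminescent ATP viability read.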
# Active calls of the source: *; ? = inconclusive; . = not tested or not shown; & = joins results of further samples; [ ] = another dose, or the depositor's remark. Unless noted, the call rests on the fitted dose curve; in most records, active means well fitted curve in the direction sought with a large enough effect; inconclusive means small, poorly fitted or top-dose-only effect, or another doubt; inactive means no such curve, though single readings can be large; an effect the other way counts as inactive or inconclusive.
# A first look, 2 compounds:
SMILES,HT1080-NT tox,DRD3 antagonist,KB-3-1 tox,SW480 rereplic,HT1080 IDH1KD tx,D3 ag,IL-1B inflam inh,GLP1R ag,KB-V1 cytotox
Cc1cc(C(=O)COC(=O)c2ccc(NC(=O)CC#N)cc2)c(C)n1CCc1ccc(F)cc1,0%,20,17%,-15%,17%,2,13,2%,0%
O=C(NC1CCCCC1)c1cc(C2CC2)nn1-c1ccccc1,4%[9.24 µM],-9,16%,-30%[inhibitor],8%,-5,-21,6%,0%

# The whole of this part (from the top)
SMILES,HT1080-NT tox,DRD3 antagonist,KB-3-1 tox,SW480 rereplic,HT1080 IDH1KD tx,D3 ag,IL-1B inflam inh,GLP1R ag,KB-V1 cytotox
Cc1cc(C(=O)COC(=O)c2ccc(NC(=O)CC#N)cc2)c(C)n1CCc1ccc(F)cc1,0%,20,17%,-15%,17%,2,13,2%,0%
O=C(NC1CCCCC1)c1cc(C2CC2)nn1-c1ccccc1,4%[9.24 µM],-9,16%,-30%[inhibitor],8%,-5,-21,6%,0%
CC(C)C(=O)Nc1ccccc1C(=O)OCC(=O)c1ccc2c(c1)OCCO2,-21%,26,27%,-5%,-3%,3,0,19%,4%
Cc1ccc(NC(=O)COc2ccc(C(=O)c3ccccc3)cc2)c(O)c1,-17%,-2,-27%,?,-30%,-18,20,5%,-1%
CCCCc1nnc(NC(=O)CSc2nc(N)cc(=O)[nH]2)s1,-1%,11,-5%,-22%,-10%,-2,48,0%,5%
CCOC(=O)c1cc(CC)sc1NC(=O)Cc1ccsc1,-8%,23,-12%,-5%,-17%,-2,-7,23%,-23%
CN1CCCC1CCNc1ccc2oc3ccccc3c(=O)c2c1 (stereo not given),-19%,29,-12%,-24%[9.22 µM],-2%,-1,-79*,0%,-2%
O=C1CSC(c2cccc([N+](=O)[O-])c2)N1c1ccc(O)cc1 (stereo not given),-2%,11,-4%,0%,-5%,1,11,1%,10%
CCOC(=O)C1CCN(C(=O)CCCN2C(=O)c3ccccc3C2=O)CC1,19%,8,1%,-3%,11%,2,24,-5%,2%
COc1cc(C#Cc2c(-c3cncn3C)n(C)c3ccc(-c4ccc(OC)c(OC)c4)cc23)cc(OC)c1,-22%,105,?,-2%,?,70*,-12,15%,-4%
Cc1ccc(SCCC(=O)Nc2cccc(N(C)S(C)(=O)=O)c2)cc1,-11%,16,-4%,-2%,-2%,2,0,9%,0%
COc1ccc(NC(=O)COC(=O)CCc2ccc(S(=O)(=O)N3CCOCC3)cc2)cc1OC,5%,1,5%,4%,1%,2,3,15%,25%
Cc1ccc(S(=O)(=O)/N=C/c2c(O)ccc3ccccc23)cc1,-5%,-2,-28%,0%,-5%,4,47,-1%,-36%
CCOc1cc(/C=N/NC(=O)COc2cccc(C)c2)ccc1OC(=O)c1cccs1,-4%,13,3%,1%,-1%,18,-3,0%,-12%
CC1CCN(CCCn2c(SCC(=O)Nc3ccccc3Cl)nc3ccccc3c2=O)CC1,?,?,-1%,?,?,-15,-72*,7%,?
CCn1c(COc2ccc(=O)n(-c3ccccc3)n2)nnc1SCc1ccc(C)cc1,-4%,10,11%,1%,-11%,3,-4,-4%,?
Cc1ccc(OC(=O)COc2ccccc2C)cc1,12%,1,3%,0%,6%,4,30,7%,8%
Cn1ccnc1SCC(=O)c1ccc(F)cc1,4%,-6,-2%,2%,11%,4,-13,-5%,?
Cc1ccc(-c2nnn(CC(=O)N(CC3CCCO3)C(C(=O)NC(C)(C)C)c3ccc(F)cc3)n2)o1 (stereo not given),7%,6,-4%,-3%,7%,3,41,4%,0%
COC(=O)c1cc(OC)c(OC)cc1NC(=O)CN1CCCCC1,26%,13,7%,-4%,15%,0,-11,19%,16µM*
COc1ccc2sc(-c3ccc(S(C)(=O)=O)cc3)c(C(=O)NCCCN3CCCC3=O)c2c1,1%,54,0%,-9%,2%,24,-8,-4%,0%
CC1CCC(NC(=O)COC(=O)c2cccnc2Cl)CC1 (stereo not given),-1%,-17,3%,-10%,18%,-5,-6,25%,?
COc1cccc(OCC(=O)Nc2ccccc2C(=O)Nc2ccc(C(=O)O)cc2)c1,-14%,11,9%,4%,-15%,3,31,-6%,?
COc1ccc2nc(SCC(=O)Nc3nonc3C)[nH]c2c1,0%,0,?,2%,9%,-5,9,-1%,-7%
Cc1cc(OCC(=O)O/N=C(\N)Cc2cccs2)ccc1Br,6%,-14,1%,14%,6%,1,0,0%,2%
CCOC(=O)N1CCN(c2ccc(S(=O)(=O)N3CCOCC3)cn2)CC1,0%,12,.,-10%,9%,3,-9,0%,.
Cc1cc(NCCCn2ccnc2)n2nc(C)c(-c3ccccc3)c2n1,?,12,-15%,0%,?,-8,-22,?,?
Nc1ccccc1Sc1ccccc1[N+](=O)[O-],0%,0,-17%,-73%[inhibitor],5%,-5,38,4%,-37%
O=C(COC(=O)CCc1c[nH]c2ccccc12)NC(c1ccccc1)c1ccccc1,-2%,5,-3%,-12%,-3%,39*,14,-1%,-11%
CC(C)NC(=O)C1(S(=O)(=O)c2ccccc2)CC=CC1,21%,16,21%,-4%,19%,6,12,-4%,-1%
O=C(CN1CCN(Cc2ccc3c(c2)OCO3)CC1)Nc1ccc(N2CCOCC2)cc1,10%,7,5%,0%,20%,0,-4,10%,-14%
CCOC(=O)c1cc2c(C)[nH]c(C)c2cc(C(=O)OCC)c1=O,-1%,3,4%,6%,-4%,6,-16,8%,-11%
CCc1ccc[n+](-c2[nH]c(=O)sc2/C=N/NC([S-])=Nc2ccccc2)c1,16%,-17,0%,-1%,22%,-1,-1,-9%,13%
CCOC(=O)C1CCN(C(=O)CSc2nc3ncccc3[nH]2)CC1,1%,-17,-2%,1%,8%,-5,5,-3%,-7%
COc1cccc(-n2nnc3c(=O)n(CC(=O)Nc4cc(C)on4)cnc32)c1,6%,-4,6%,-1%,0%,-3,-19,-5%,5%
N#C/C(C(=O)NCc1ccco1)=C1/SC=C(c2ccccc2)N1c1ccccc1,-14%,10,10%,29µM*,-22%,7,0,0%,-19%
CSc1ccccc1C(=O)N1CCCCC1,3%,16,-4%,-4%,6%,0,-5,11%,20%
CCCC(=O)OCC(=O)Nc1ccc2c(c1)OCO2,1%,-7,7%,-3%,16%,-3,-8,1%,-21%
CCC1=C(OC(=O)N(CC)CC)N2C(=O)OC(=NCc3ccccc3)[C@]2(C)[C@H]2C1=CC[C@H]1C(=O)NC(=O)[C@H]12,3%,-12,-16%,?,-1%,-22,0,-3%,-20%
Cc1cccc2cc(C#N)c(N3CCN(C)CC3)nc12,-22%,-72*,3%,-10%,?,-8,-28,-9%,-24%
COc1cccc(Cn2nnc(C(=O)Nc3cc(C)ccc3OC)c2N)c1,-16%,0,-2%,1%,?,-3,-4,10%,-3%
CCN1CCSc2ccc(C(=O)NCc3ccc(OC(C)C)cc3)cc21,7%,-77*,3%,-6%,-6%,-13&-21,-7,15%,-7%
COc1cc(NC(=O)c2cc3nc(C4CC4)cc(C(F)(F)F)n3n2)c(OC)cc1Cl,10%,47,22%,-2%,7%,3,?,0%,6%
CCOC(=O)c1cccc(NC(=O)c2cc3cc4ccc(C)cc4nc3o2)c1,.,.,-4%,.,.,-2,.,-1%,-7%
Cc1ccccc1-n1c(SCc2c(C)noc2C)nnc1-c1c[nH]c2ccccc12,-3%,0,?,3%,-16%,1,?,37%,-29%
Cc1nc2cc(NC(=O)N3c4ccccc4CC3C)ccc2n1C (stereo not given),-18%,-26,0%,-35%,-12%,-19,-5,-9%,?
COCCCNC(=O)CCn1nc(-c2ccc(Cl)cc2)ccc1=O,14%,1,3%,0%,14%,2,-8,9%,3%
COc1cc(C=NN2CCCCC2)cc(OC)c1OC,-3%,-11,-10%,.,2%,7,-22,1%,-5%
CCC(=O)Nc1ccc2c(c1)OC[C@@H](C)N(Cc1ccccc1F)C[C@@H](C)[C@@H](OC)CN(C)C2=O,11%,0,3%,.,16%,-3,1,.,-15%
COc1ccc(-c2c[n+](CC(=O)N3c4ccccc4Sc4ccccc43)c3n2CCC3)cc1,?,-20,?,-3%,?,-31,-62*,-3%,0%
Oc1ccc2nc(Cc3ccccc3)[nH]c2c1,-4%,-23,-2%,4%,-5%,-1,0,-1%,1%
COc1ccc(C2C(C(N)=O)=C(C)Nc3nc(-c4ccccc4)nn32)cc1OC (stereo not given),10%,19,10%,-3%,5%,1,-24,4%,2%
O=C(CSc1ncn[nH]1)Nc1ccc(Br)cc1F,9%,-7,?,0%,7%,3,-18,0%,10%
Cn1cccc1-c1cc(C(=O)N/N=C/c2ccc([N+](=O)[O-])cc2)[nH]n1,-13%,-12,6%,1%,-15%,-7,19,8%,25%
CC1(C)CC(=O)N(c2ccc(Cl)cc2Cl)C(=O)C1,-2%,-12,-2%,-7%,-11%,-2,-25,3%,-1%
CN(c1ccc(C(=O)NCC2CCCO2)cc1)S(C)(=O)=O (stereo not given),9%,3,13%,1%,4%,0,2,9%,-4%
COc1ccc(CCNC(=O)c2ccc(CNS(=O)(=O)c3ccccc3)cc2)cc1OC,-12%,0,-9%&3%,-2%,-3%,-9&4,-11,1%&3%,?
COc1ccc(-c2[nH]nc3nc(N4CCN(C(=O)c5ccoc5)CC4)cc(C(F)(F)F)c23)cc1,?,22,?,.,?,14,-27,-4%,6.5µM*
Cn1c(=O)c2c(nc(CN3CCN(c4ccc(F)cc4)CC3)n2CCN2CCOCC2)n(C)c1=O,1%,2,9%,4%,-10%,3,-2,0%,8%
O=C(CC1C(=O)NCCN1CCCc1ccccc1)NCCc1ccccc1Cl (stereo not given),-2%,2,-8%,18%,-4%,-1,-4,9%,4%

# Source: PubChem BioAssay

# No enrichment for hits; overall some 12% were active at least once.
